Compound activity: PubChem, several laboratories
Rin1-Abl PPI inh = human Rin1-Abl interaction inhibition; P00519+Q13671; 0.4% of 360,000 active; TR-FRET Rin1/Abl binding, biochemical; AID 588664; inhibition, % at 7.35 µM; in the data active = inhibition above about 5%, passing the limit was not always enough
Target sequence (P00519 whole entry, looked up): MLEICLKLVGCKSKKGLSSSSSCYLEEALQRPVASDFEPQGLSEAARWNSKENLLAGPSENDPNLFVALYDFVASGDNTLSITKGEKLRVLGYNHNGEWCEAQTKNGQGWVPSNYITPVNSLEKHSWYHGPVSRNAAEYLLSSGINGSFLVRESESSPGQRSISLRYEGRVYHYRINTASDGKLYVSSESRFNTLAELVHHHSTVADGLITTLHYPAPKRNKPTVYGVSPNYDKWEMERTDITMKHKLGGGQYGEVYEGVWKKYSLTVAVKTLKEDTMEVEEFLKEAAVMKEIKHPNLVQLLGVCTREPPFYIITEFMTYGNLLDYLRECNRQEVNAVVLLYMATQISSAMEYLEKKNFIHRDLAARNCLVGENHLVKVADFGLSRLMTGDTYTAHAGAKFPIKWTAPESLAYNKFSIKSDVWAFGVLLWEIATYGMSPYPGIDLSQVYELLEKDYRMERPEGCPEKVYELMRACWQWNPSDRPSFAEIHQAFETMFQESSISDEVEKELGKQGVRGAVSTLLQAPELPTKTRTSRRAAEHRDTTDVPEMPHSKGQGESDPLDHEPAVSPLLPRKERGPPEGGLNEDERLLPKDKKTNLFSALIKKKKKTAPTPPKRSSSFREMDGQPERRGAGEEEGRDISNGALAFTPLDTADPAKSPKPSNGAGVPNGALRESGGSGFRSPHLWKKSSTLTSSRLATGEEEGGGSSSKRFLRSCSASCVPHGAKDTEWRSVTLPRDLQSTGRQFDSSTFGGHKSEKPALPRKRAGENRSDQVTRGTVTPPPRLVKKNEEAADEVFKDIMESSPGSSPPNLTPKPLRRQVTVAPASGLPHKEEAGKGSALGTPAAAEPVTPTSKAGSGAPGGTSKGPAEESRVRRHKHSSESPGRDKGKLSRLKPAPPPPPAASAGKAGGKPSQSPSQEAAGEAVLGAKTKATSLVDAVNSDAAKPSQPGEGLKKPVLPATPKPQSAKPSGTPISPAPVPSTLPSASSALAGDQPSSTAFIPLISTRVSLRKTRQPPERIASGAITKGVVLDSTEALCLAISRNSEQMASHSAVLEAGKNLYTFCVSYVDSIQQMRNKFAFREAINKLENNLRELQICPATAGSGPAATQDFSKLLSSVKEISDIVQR
Target sequence (Q13671 whole entry, looked up): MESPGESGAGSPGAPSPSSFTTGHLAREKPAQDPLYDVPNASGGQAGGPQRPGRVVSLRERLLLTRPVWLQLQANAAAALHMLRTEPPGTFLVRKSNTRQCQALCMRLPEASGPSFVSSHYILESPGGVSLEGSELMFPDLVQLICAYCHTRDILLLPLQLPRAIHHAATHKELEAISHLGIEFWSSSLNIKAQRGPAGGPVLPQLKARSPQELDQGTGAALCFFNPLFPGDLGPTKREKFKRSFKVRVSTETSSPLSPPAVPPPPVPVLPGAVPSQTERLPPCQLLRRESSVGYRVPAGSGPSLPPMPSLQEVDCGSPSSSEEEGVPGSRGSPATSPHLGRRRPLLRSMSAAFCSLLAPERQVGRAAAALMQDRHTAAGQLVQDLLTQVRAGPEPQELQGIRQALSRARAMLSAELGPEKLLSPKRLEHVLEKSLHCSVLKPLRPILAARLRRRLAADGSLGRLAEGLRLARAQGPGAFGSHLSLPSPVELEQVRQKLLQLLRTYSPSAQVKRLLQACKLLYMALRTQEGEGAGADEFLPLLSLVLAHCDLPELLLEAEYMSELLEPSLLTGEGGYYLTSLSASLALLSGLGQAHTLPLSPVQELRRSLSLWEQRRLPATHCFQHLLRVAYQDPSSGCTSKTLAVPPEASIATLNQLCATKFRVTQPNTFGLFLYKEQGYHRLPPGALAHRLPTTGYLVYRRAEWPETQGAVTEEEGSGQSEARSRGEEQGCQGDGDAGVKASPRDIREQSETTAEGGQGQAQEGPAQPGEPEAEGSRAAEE
STEP block = blocks human striatal-enriched tyrosine phosphatase. recombinant STEP, OMFP fluorogenic substrate, fluorescence. inhibition, % at 20 µM. 0.25% of 360,000 active;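 active = inhibition at 20 µM, scaled per plate between control wells, above about 37%, limit read from the data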;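 also: 0% = DMSO with enzyme and substrate and 100% = substrate only without enzyme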
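Assay system: isolated STEP enzyme / Timing: 20 min at room temperature, dark / Doses: 20 µM, 1% DMSO / Technique: fluorescence intensity, excitation 480 nm, emission 540 nm / Reagent: fluorogenic phosphatase substrate OMFP at 25 µM final / Measure: percent inhibition scaled to no-enzyme and uninhibited-enzyme controls, plate-pattern corrected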
Scp1 inh = blocks human Scp-1 phosphatase activity; Q9GZU7; Recombinant Scp1, phosphopeptide, malachite green phosphate absorbance; inhibition, % at 20 µM; 0.88% of 340,000 active;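 active = inhibition above about 50% at 20 µM, limit read from the data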;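 also: plate controls were DMSO wells with enzyme for no effect and wells lacking enzyme for full effect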
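Test system: SCP-1 phosphatase catalytic domain, residues 76-261 | Compound dosing: One concentration, 20 µM, with 1.0% DMSO | Schedule: 45 min room-temperature reaction, 5 min colour, 30 min stabiliser | Detection: Absorbance at 630 nm | Read-out basis: % inhibition of SCP-1 phosphate liberation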
SUMO1 PPI mod = alters human SUMO1 binding to SIM partners. inhibition, % at 20 µM. P63165. 0.33% of 360,000 active. SUMO1 binding to a labelled peptide, TR-FRET, 1 h; in the data active = inhibition above about 37%
NadD inh = inhibitors of Staphylococcus aureus NadD; purified NadD enzyme, colorimetric absorbance read-out; inhibition, % at 20 µM; 0.78% of 360,000 active; AID 602399; in the data active = inhibition above about 26%; also: some compounds past the cut are filed as inactive
LMPTP inh = LMPTP (human) inhibition | recombinant LMPTP-A, OMFP fluorogenic substrate, fluorescence intensity | 0.22% of 360,000 active | inhibition, % at 20 µM | AID 651560;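 active = compounds that cut the enzyme signal by at least half of the control window in the single-dose screen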;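 also: plate controls were DMSO wells with enzyme plus substrate for no effect and substrate without enzyme for full effect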
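Test system: LMPTP-A phosphatase enzyme. Amount: LMPTP-A at 0.625 nM final in the reaction. Reagent: OMFP substrate, 400 µM final. Times: 50 min at room temperature. Signal: endpoint fluorescence intensity from OMFP dephosphorylation. Read-out basis: % inhibition. Benchmarks: no-enzyme and uninhibited controls.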
CSN inh = blocks human CSN-mediated cullin deneddylation; Purified CSN, SCF-Nedd8-OG deneddylation, fluorescence polarization; inhibition, % at 12.5 µM; Q92905; 0.38% of 360,000 active;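 active = pattern-corrected inhibition above about 35%, with an unprinted fluorescence ratio check between 0.5 and 1.5, limit read from the data, passing the limit was not always enough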;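 also: 0% = enzyme with substrate and 100% = substrate without enzyme; some results filed as inactive read as strong as hits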
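Test system: Human Csn5 produced in HEK293T cells | Compound: 12.5 µM single point | Times: 90 min, room temperature | Signal: Fluorescence polarization readout | Read-out basis: % inhibition of substrate cleavage by Csn5 | Controls: no-enzyme wells high, enzyme-with-substrate wells low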
DNMT1 inh = inhibitors of human DNMT1. inhibition (reported as % activation of signal), % at 10 µM. P26358. 0.83% of 360,000 active. DNMT1 molecular beacon, Hinp1I cleavage, fluorescence; in the data active = inhibition above about 50%
Neddyl block = cullin neddylation inhibition | AID 651699 | calls only at 25 µM | 0.58% of 360,000 active | TR-FRET cullin neddylation, biochemical | P61081+Q13564; in the data active = inhibition above about 36%
Rpn11 block = Rpn11 (human) deubiquitinase inhibition | human 26S proteasome, Ub4-pepOG fluorescence polarization; 20S core pre-blocked with epoxomicin | calls only at 20 µM | 0.59% of 360,000 active | AID 588493;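 active = inhibition at 20 µM, scaled to each plate's controls, above about 33%, limit read from the data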
* marks the source's active call; other numbers are inactive results; i = inactive; nt = not tested or not shown; + = active, no number.

molecule	Neddyl block	Rin1-Abl PPI inh	STEP block	Rpn11 block	CSN inh	NadD inh	LMPTP inh	SUMO1 PPI mod	Scp1 inh	DNMT1 inh
CCOC(=O)N1CCN(S(=O)(=O)c2ccc(C(=O)Nc3nnc(C4CC4)o3)cc2)CC1	i	1	1	i	-9	4	-0.3	-1	-4	2
Cc1cc(O)ccc1-c1cc(C(=O)NCc2ccc(F)cc2)[nH]n1	i	-4	-4	i	-4	5	0.7	6	nt	-1
COc1ccc(C(=O)N(C)C(C)c2ccon2)cc1OC1CCN(C(C)C)CC1 (stereo not drawn)	i	-2	-1	i	-7	1	-0.2	-1	-5	1
COc1ccc(C2/C=C\CN(CC(C)C)CC(=O)N2Cc2ccc(F)cc2)cc1 (stereo not drawn)	i	0	1	i	-7	1	0.3	1	-3	0
CC(C)(C)C(=O)NCCc1nc(-c2ccccc2)no1	i	10	2	i	-4	-3	-0.3	6	-3	3
CCOc1ccc(NC(=O)CCN2CCCCC2)cc1	i	-2	1	i	0	-3	0.1	4	-1	2
COc1ccc(-n2c(C)cc(/C=C3/SC(=O)N(CC(=O)N4CCOCC4)C3=O)c2C)cc1	i	-1	0	i	-3	-8	-1.9	0	-13	8
Cc1cc(=O)oc2cc(OC(C)C(=O)N3CCOCC3)c(Cl)cc12 (stereo not drawn)	+	4	-3	i	-8	-1	-1.6	2	nt	2
O=C(Nc1cccc2ccccc12)c1cnccn1	i	-4	2	i	4	1	0.4	-5	-6	1
COc1ccc(S(=O)(=O)NC(C)c2ccc3c(c2)OCCO3)cc1 (stereo not drawn)	i	0	3	i	0	-1	-1.0	1	nt	7
CC(=O)N1CC(=O)N(c2ccccc2)C1=O	i	2	0	i	-6	2	-0.2	4	-4	-2
CC12CN3CCN(CC(C3)C1(O)CN1CCCCC1)C2 (stereo not drawn)	i	-1	-5	i	3	0	-8.4	3	-10	2
Cc1n[nH]c(=S)n1/N=C/c1cccc(OCc2ccccc2)c1	i	-2	1	i	-4	-4	-1.6	-2	-6	-2
CC(C)c1ccc(/C=N\NC(=O)c2ccc(Cn3cccn3)o2)cc1	i	1	3	i	2	-1	-1.0	15	3	-1
O=C(N/N=C/c1ccc2c(c1)OCO2)C(O)c1ccccc1 (stereo not drawn)	i	-1	0	i	-10	-5	-2.2	-6	-10	6
CC(=O)N1CCc2cc(S(=O)(=O)CCC(=O)Nc3c(C)n(C)n(-c4ccccc4)c3=O)ccc21	i	-1	-1	i	3	4	-0.9	-4	-7	2
COc1cc(C=O)c(-c2c(C=O)cc(OC)c3c2OCO3)c2c1OCO2	i	2	1	i	1	0	-1.0	-5	0	0
Cc1ccc2nc3ccc(N4CCCCCCC4)nn3c(=O)c2c1	+	0	1	i	5	6	1.0	-7	-4	-4
CCOc1ccc(OCCCC(=O)NNC(=O)c2ccncc2)cc1	i	3	0	i	-2	-2	-1.8	-6	-6	3
Cc1c(S(=O)(=O)N2CCC(C)CC2)c(=O)n(C)c(=O)n1C	i	3	0	i	-1	-3	-1.9	0	6	5
COc1cc(OC)nc(Oc2ccccc2/C=N/O)n1	i	0	-2	i	-3	4	-1.2	-4	-5	2
CCc1noc(C)c1C(=O)Nc1nc2c(F)cc(F)cc2s1	i	2	-3	i	-2	1	0.7	8	-2	2
COCCN(C(=S)Nc1ccc(C)c(C)c1)C(C)c1ccco1 (stereo not drawn)	i	-3	2	i	1	-4	0.1	4	-7	-1
Cc1ccc(CC(NC(=O)c2ccc(C)cc2)C(=O)O)cc1 (stereo not drawn)	i	-2	2	i	-1	-7	-0.8	3	21	5
O=C(CSc1n[nH]c(=O)[nH]c1=O)Nc1c(Cl)cc(Cl)cc1Cl	i	-1	-2	i	-7	4	-0.7	-1	-5	0
C=C/C(C)=C/C[C@H]1C(=C)CCC2[C@](C)(C(=O)O)CCC[C@@]21C (stereo partly drawn)	i	0	-1	i	23	15	1.6	14	12	89*
C=CCNc1nc(NCCOc2ccccc2Cl)c2sc(-c3ccccc3)cc2n1	i	-5	7	i	-3	23	4.4	5	nt	-18
Nc1ccc(S(=O)(=O)Nc2ccc(S(N)(=O)=O)cc2)cc1	i	3	0	i	3	1	-0.6	6	4	0
CCOC(=O)c1[nH]cnc1C(=O)N1CCN(C(=O)OC(C)(C)C)CC1	i	4	-1	i	0	2	-0.7	-9	-3	2
CN(C)S(=O)(=O)c1cc(NC(=O)COC(=O)C2CSC3(C)CCC(=O)N23)ccc1Cl (stereo not drawn)	i	-1	-4	i	-9	-6	-1.1	-1	1	1

Overlap with the part before: 5 entries, then new ones.
molecule	Neddyl block	Rin1-Abl PPI inh	STEP block	Rpn11 block	CSN inh	NadD inh	LMPTP inh	SUMO1 PPI mod	Scp1 inh	DNMT1 inh
C=C/C(C)=C/C[C@H]1C(=C)CCC2[C@](C)(C(=O)O)CCC[C@@]21C (stereo partly drawn)	i	0	-1	i	23	15	1.6	14	12	89*
C=CCNc1nc(NCCOc2ccccc2Cl)c2sc(-c3ccccc3)cc2n1	i	-5	7	i	-3	23	4.4	5	nt	-18
Nc1ccc(S(=O)(=O)Nc2ccc(S(N)(=O)=O)cc2)cc1	i	3	0	i	3	1	-0.6	6	4	0
CCOC(=O)c1[nH]cnc1C(=O)N1CCN(C(=O)OC(C)(C)C)CC1	i	4	-1	i	0	2	-0.7	-9	-3	2
CN(C)S(=O)(=O)c1cc(NC(=O)COC(=O)C2CSC3(C)CCC(=O)N23)ccc1Cl (stereo not drawn)	i	-1	-4	i	-9	-6	-1.1	-1	1	1
CCOC(=O)c1cc(NC(=O)C2CCCO2)cc(C(=O)OCC)c1 (stereo not drawn)	i	2	-1	i	2	-4	-1.1	5	-8	0
CN(CCOc1ccccc1)C(=S)Nc1ccc(OC(F)F)cc1	i	-2	6	i	21	1	6.0	14	-3	7
CC(C)(C)[C@@H]1COC(=O)[C@H](Cc2ccc(F)cc2)CC/C=C\C[C@H](CC(=O)N(CCO)Cc2ccccc2)C(=O)N1	i	1	0	i	0	-12	-0.6	-2	0	-1
Cc1cccc(OCC(=O)N2CCN(C(=O)c3ccco3)CC2)c1	i	1	-3	i	2	-3	-1.0	-1	-4	0
C#Cc1ccc([C@@H]2C=C(C(=O)OCC=C)O[C@H](OCC)[C@H]2CCCO)cc1	i	0	2	i	6	-1	1.2	6	21	-3
COc1ccc(S(=O)(=O)N2CCOCC2)cc1NC(=O)Cc1ccccc1Cl	i	1	2	i	0	-4	1.0	3	-5	0
CCCCc1c(O)nc(SCCN(C)C)n(-c2ccccc2)c1=O	i	-4	0	i	-2	-6	-2.6	-3	-7	2
CC(C)(C)c1nnc(NC(=O)c2cc(-c3ccccc3)nc3ccccc23)s1	i	0	4	i	5	19	0.8	-5	-5	-1
COc1ccccc1S(=O)(=O)Cc1ccc(C(=O)NCc2cccs2)o1	i	-3	1	i	-3	-6	-1.1	-3	0	-1
CC(O)c1n(C)c(Cl)c[n+]1C (stereo not drawn)	i	0	-3	i	-1	7	-2.7	0	19	-2
CCOc1ccccc1NC(=O)CSc1cn[nH]n1	i	0	1	i	-6	-6	0.1	2	-9	0
COC(=O)c1c(C)[nH]c(/C=N/Nc2ccccc2)c1C	i	-6	-3	i	2	-7	1.8	0	11	-21
CN1CCCC(OC(=O)CCCC(=O)OC2CCCN(C)C2)C1 (stereo not drawn)	i	0	-1	i	-1	-1	-3.4	1	4	-1
O=C(O)CC1c2ccccc2CCN1S(=O)(=O)c1ccc(F)cc1 (stereo not drawn)	i	0	-2	i	3	-3	-0.3	-1	-7	0
Cc1ccc(C)c2c1N(Cc1ccccc1)C(=O)C21OCCO1	i	2	-4	i	-5	-6	1.0	-1	-6	3
CCCNC(=O)NC(=O)CN1C(=O)NC(C)(c2ccc(C)cc2)C1=O (stereo not drawn)	i	-1	-3	i	-1	-8	-0.4	-1	-4	2
CCc1cc2c(=O)n(N)c(CCC(=O)O)nc2s1	i	-3	0	i	0	4	-0.5	0	0	1
COc1ccc(-n2c(C)nc3c(cnn3-c3ccccc3)c2=O)cc1	i	-3	0	i	-3	0	0.8	-3	-2	25
CC1CCCN(CCCNC(=O)C2CCN(S(=O)(=O)N3CCC4(CC3)OCCO4)CC2)C1 (stereo not drawn)	i	0	-2	i	-6	1	-2.7	-2	-9	1
COc1cc(CC2C(=O)OCC2C(=O)c2ccc3c(c2)OCO3)cc(OC)c1OC (stereo not drawn)	i	0	3	i	-1	-6	-2.5	-3	-8	1
Cc1ccc2ncnc(Nc3ccccc3)c2c1	i	-8	2	i	-2	2	0.4	2	-4	2
CCC(=O)N1c2ccc(S(=O)(=O)N3CCCCC3)cc2CC1C (stereo not drawn)	i	-1	-3	i	-1	2	-0.4	-2	-5	0
COc1ccc(N(CC(=O)N2CCc3ccccc3C2)S(=O)(=O)c2ccccc2)cc1	i	2	-1	i	6	-4	1.4	-1	-5	-3
COc1ccccc1C1CCN(c2ccc([N+](=O)[O-])c(OC)c2)CC1	i	0	2	i	-3	3	5.4	-13	-11	-2
COc1ccccc1N/C=C(\C#N)c1nc2ccccc2[nH]1	i	-3	-3	i	2	-2	1.3	-3	-8	0
Cc1csc(SCC(=O)Nc2cc(S(=O)(=O)N3CCOCC3)ccc2N2CCOCC2)n1	i	-1	-2	i	0	0	-1.1	-2	-3	0
Cc1ccc(S(=O)(=O)NC(C)(C)CN2CCC(Cc3ccccc3)CC2)cc1	i	0	-1	i	4	-3	-0.3	-6	-11	1
CCn1cc(/C=N/NC(=O)c2cc3c(ccc4ccccc43)o2)c2ccccc21	nt	0	9	i	-2	36*	1.0	2	1	-6
Cc1c(NC(=O)c2cccc(NS(C)(=O)=O)c2)c(=O)n(-c2ccccc2)n1C	i	1	1	i	2	0	-0.3	4	4	0
NC(=O)c1cc(-c2ccncc2)nc2ccc(Cl)cc12	i	-2	-3	i	-5	-2	-1.7	-21	-9	-2
COc1ccc(OC)c(NC(=O)Nc2nnc(N3CCC(C)CC3)s2)c1	i	0	2	i	7	4	3.1	3	-10	-7
COc1ccc(Nc2nc3c(c(=O)n(C)c(=O)n3C)n2CCO)cc1	i	3	-9	i	-6	-5	-0.2	0	1	-3
COc1cc(CNc2ncnc3c2[nH]c2ccc(C)cc23)cc(OC)c1	i	0	4	i	-1	8	2.5	7	-1	-3
Nn1c(SCC(=O)Nc2ccc3c(c2)OCO3)nnc1C(F)(F)F	i	0	1	i	-8	-2	-1.2	0	-8	2
